Screening results deposited in PubChem BioAssay by National Center for Advancing Translational Sciences (NCATS).
FBPA coupling cs: counter-screen for Giardia aldolase inhibitors: coupling enzyme system; coupling enzyme system counterscreen, AmpLite Red fluorescence; activity change, negative = inhibition, % at 58.2 µM, hits read low; hit rate 0.67% among 290,000; in the data active = activity change below about -30%; also: % is scaled to controls: 0 for no effect and ±100 for the full control effect
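Activity here indicates interference with the coupling reaction, not aldolase inhibition. Compounds at 57.5 uM final met coupling enzymes for 10 min at RT; substrate and AmpLite Red detection followed, with a 525/598 nm fluorescence read after 20 min.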
A-T KAP1 phos: potential ataxia-telangiectasia treatments restoring KAP-1 phosphorylation; AID 485349; hit rate 0.19% among 320,000; Potency, µM (series often up to 57.5 µM), without a hit: at the highest dose activation, actives largely listed as activators; […] A-T fibroblasts, KAP-1 phosphorylation AlphaLISA; neocarzinostatin DNA damage 30 min before lysis; also: potency is read from the fitted curve at half-maximal effect; % of control where 0% means no effect; nearly all actives have a fitted effect of over 45% in size
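ATM-like activity read as KAP-1 phosphorylation via AlphaLISA donor/acceptor antibody pairs after lysis and 6 hr at 25C. Cells were ATM-null patient fibroblasts ([…], hTERT), dosed 60 min, then exposed to the DSB inducer NCS for 30 min.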
Giardia kill: Giardia lamblia killing. Giardia lamblia trophozoite viability. activity change, % at 7.66 µM, hits read low. hit rate 0.15% among 340,000. AID 540267; in the data active = activity change below about -80%; inconclusive = between about -30% and that limit;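 also: parasites exposed to compound for two days anaerobically before the ATP read; % is scaled to controls: 0 for no effect and ±100 for the full control effect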
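Luminescence from cellular ATP indicates surviving trophozoites (100 cells/well) following 48 hrs anaerobic compound treatment at 37 deg C; signal develops 15-30 min at room temperature.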
TCR act: activates T cell receptor signaling; Potency, µM (titrated, usually from 9.22 µM), for inactives: at the top dose activation of IL-2 secretion, actives largely listed as activators; primary human leukocytes, anti-CD3, IL-2 HTRF, 48 h; 330,000 tested, under 10 active; also: % of control where 0% means no effect
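TCR engagement came from a-CD3 beads alone, with compounds added to primary human leukocytes for 48 hr. Secreted IL-2 bridged europium cryptate- and d2-labelled anti-IL-2 antibodies, giving FRET emission at 665nm after 320nm excitation.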
CXXC DNA block: MLL CXXC-DNA interaction inhibition; MLL-CXXC / FITC-HOXA9 DNA fluorescence polarization; hit rate 0.037% among 290,000; Potency, µM (top dose mostly 115 µM), without a hit: at the highest dose activity change, negative = inhibition, actives largely listed as inhibitors; active = well fitted inhibition curve with a large enough effect in the polarisation, with a control signal flat, not every such curve was filed as active; inconclusive = small, poorly fitted or top-dose-only effect, or effect the other way, or a change in a side signal; inactive = no such curve, though single readings can be large or run the other way; the % refers to the polarisation; also: potency is read from the fitted curve at half-maximal effect
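Fluorescence polarization: 7 uM MLL-CXXC (stock) preincubated 5 min with compounds, then 50 nM fluorescein-HOX-A9 DNA (stock) added; 30 min ambient. Buffer 50 mM Tris-HCl pH 7.5, 50 mM NaCl, 1 mM DTT, 0.05% BSA.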
GALK inh: blocks human galactokinase activity | P51570 | Purified GALK, Kinase-Glo residual ATP luminescence | Potency, µM (titrated, usually from 57.5 µM), inactives show at the top dose activity change, negative = inhibition, most hits filed as inhibitors | hit rate 0.007% among 270,000 | AID 1868; also: potency is read from the fitted curve at half-maximal effect; % is scaled to controls: 0 for no effect and ±100 for the full control effect
Target sequence (P51570 whole entry, looked up): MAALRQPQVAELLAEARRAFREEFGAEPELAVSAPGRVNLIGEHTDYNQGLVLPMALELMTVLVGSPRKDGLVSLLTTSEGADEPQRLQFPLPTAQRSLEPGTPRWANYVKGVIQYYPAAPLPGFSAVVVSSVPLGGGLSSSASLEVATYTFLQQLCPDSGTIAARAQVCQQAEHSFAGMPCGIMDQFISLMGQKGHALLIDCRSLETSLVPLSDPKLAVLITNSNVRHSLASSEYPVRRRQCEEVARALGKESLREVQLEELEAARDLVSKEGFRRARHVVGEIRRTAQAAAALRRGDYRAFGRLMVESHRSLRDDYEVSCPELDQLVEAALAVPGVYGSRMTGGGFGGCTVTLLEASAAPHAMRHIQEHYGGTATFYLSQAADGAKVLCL
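5 nM enzyme, 35 uM ATP, 100 uM galactose, 20 mM HEPES pH8.0, 5 mM MgCl2; 1 h RT; residual ATP by Kinase-Glo Plus luminescence, qHTS format.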
BCR signal inh: inhibitors of chronic active B-cell receptor signaling; Potency, µM (top dose mostly 46.1 µM), without a hit: at the top dose ratio change, negative = lower green/red ratio, usual class: inhibitors; ABC-DLBCL IkBa-CBG/CBR reporter, luminescence ratio, 4 h; hit rate 0.05% among 340,000; AID 493014; active = well fitted inhibition curve with a large enough effect in the signal ratio, with a control signal flat, not every such curve was filed as active; inconclusive = small, poorly fitted or top-dose-only effect, or effect the other way, or a change in a side signal; the % refers to the signal ratio;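 also: potency is read from the fitted curve at half-maximal effect; plate controls were basal doxycycline-induced cells for no effect and cells given 10 µM MG132 for full effect; MG132 reads +100%, hits lower the ratio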
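TMD8 ABC-DLBCL cells carrying doxycycline-inducible green luciferase fused to IkappaBalpha plus unfused red luciferase were exposed to compounds (up to 46 uM) for 4 hrs at 37C. Activity came from the overlap-corrected green/red luminescence ratio.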
TSHR antag: human thyrotropin receptor antagonism. P16473. TSHR-expressing cells, TSH-stimulated cAMP HTRF, 2 h; stronger effect = lower value. activity change, negative = inhibition, % at 11.5 µM. hit rate 0.2% among 330,000. AID 504810;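 active = activity change below a set negative limit, meaning inhibition stronger than a set level, cut at about -70% in these data; inconclusive = activity change between two set negative limits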; also: % is scaled to controls: 0 for no effect and ±100 for the full control effect
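Competitive HTRF cAMP read-out (cryptate anti-cAMP antibody, cAMP-d2; 30 min, room temperature) in freshly harvested TSHR cells. Compounds added before TSH at EC80 (4nM final), followed by 2 hours' incubation at 37 deg C.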
KCNH2 WT inh: inhibitors of human wildtype KCNH2 potassium channel; Q12809; U2OS, BacMam KCNH2, thallium flux FluxOr; stronger effect = lower value; activity change, % at 1.84 µM; hit rate 0.37% among 340,000; AID 720551;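 active = maximum activity change below -70%; inconclusive = maximum activity change between -70% and -50%; inactive = maximum activity change above -50%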; also: % is scaled to controls: 0 for no effect and ±100 for the full control effect
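U2OS cells transduced with wild-type KCNH2 virus are loaded with FluxOr dye for 45 min, and thallium flux is measured in kinetic reads before and after stimulation buffer. Rate constants are normalized to DMSO controls.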
Tb PFK inh: T. brucei PFK enzyme inhibition. O15648. T. brucei PFK, ADP-Glo luminescence. Potency, µM (titrated, usually from 57.5 µM), for the others: at the top dose activity, negative = inhibition, usual class: inhibitors. hit rate 0.17% among 330,000. AID 485367;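 also: potency is read from the fitted curve at half-maximal effect; 0% = uninhibited 1x PFK enzyme wells and -100% = no-enzyme wells; nearly all actives have a fitted effect of over 60% in size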
Target sequence (O15648 whole entry, looked up): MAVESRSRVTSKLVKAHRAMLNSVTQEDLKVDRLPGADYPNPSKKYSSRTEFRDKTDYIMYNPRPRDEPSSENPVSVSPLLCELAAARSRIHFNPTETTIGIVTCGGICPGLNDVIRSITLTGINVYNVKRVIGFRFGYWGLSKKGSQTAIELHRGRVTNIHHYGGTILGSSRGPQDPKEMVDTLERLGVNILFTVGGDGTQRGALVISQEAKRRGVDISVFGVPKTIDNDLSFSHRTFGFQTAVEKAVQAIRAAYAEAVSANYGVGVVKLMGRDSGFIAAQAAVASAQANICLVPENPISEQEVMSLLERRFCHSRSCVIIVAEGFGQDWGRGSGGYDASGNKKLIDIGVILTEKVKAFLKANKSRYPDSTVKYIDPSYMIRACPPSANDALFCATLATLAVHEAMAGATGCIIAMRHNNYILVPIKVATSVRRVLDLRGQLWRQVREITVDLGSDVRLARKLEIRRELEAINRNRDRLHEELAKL
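1.25 nM PFK with 0.5 mM F6P and 0.1 mM ATP in 0.1 M TEA pH 8.0, 5 mM MgCl2, incubated 45 min at room temperature; ADP measured by ADP-Glo luminescence; compounds titrated up to 57 uM.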
* hit, by the source's call; u = inconclusive; x = not tested or not shown; [ ] = remark or other dose. Unless noted, calls follow the shape of the dose curve; as a rule, active = well fitted curve in the direction sought with a large enough effect; inconclusive = small, poorly fitted or top-dose-only effect, or another doubt; inactive = no such curve, though single readings can be large; an effect the other way counts as inactive or inconclusive. Hits appear at their usual frequency; about 1.6% have a hit in one of these screens.

Compound	Tb PFK inh	KCNH2 WT inh	Giardia kill	CXXC DNA block	TCR act	GALK inh	FBPA coupling cs	BCR signal inh	TSHR antag	A-T KAP1 phos
CC(=O)c1cccc(NC(=O)CCCOc2ccc(C)cc2)c1	3%	2	-15	1%	-2%[46.1 µM]	2%	0	1%	-5	8%
O=C(O)CCSc1nnc(-c2ccc3c(c2)OCO3)o1	3%	1	1	0%	9%	2%	5	u	22	8%
O=C(Nc1ccc2c(c1)OCCO2)C1CCN(S(=O)(=O)Cc2ccccc2)CC1	-3%	-1	-1	9%	3%	7%	0	-2%	-4	6%
O=C(OCCN1C(=O)c2ccccc2C1=O)c1cccc(OC(F)F)c1	4%	11	6	-8%	-5%	-2%	8	-15%	1	6%
COc1cccc(-n2ccnc2SCC(=O)N2CCc3ccccc32)c1	0%	-8	21	-3%	3%	0%	0	-4%	0	-8%
O=[N+]([O-])c1ccc(OCCOCCOc2ccc([N+](=O)[O-])cc2)cc1	0%	2	-17	-3%	3%	1%	4	9%	6	10%
Cc1ccccc1NC1(C#N)C(=O)Nc2ccccc21 (stereo not drawn)	1%	-7	-5	-1%	-6%	0%	-1	-20%	-2	x
Cc1nc2c(-c3ccccc3)c(C)nn2c(C)c1CC(=O)O	5%	-8	7	-2%	-3%	3%	3	0%	-8	7%
CCN(CC)S(=O)(=O)c1ccc(C(=O)Nn2cnnc2)cc1	-2%	-15	11	-7%	-5%	0%	2	5%	-3	-30%
CCOc1cc(/C=C2\C(=O)NN(c3ccccc3)C2=O)cc([N+](=O)[O-])c1O	u	5	-3	u	-1%	2%	3	u	-7	-4%
O=C(COc1ccc([N+](=O)[O-])cc1)NC(=O)NC1CCS(=O)(=O)C1 (stereo not drawn)	-2%	-5	-17	x	0%	x	x	-7%	10	5%
Cc1cc(N(C)C)nc(Nc2ccccc2)n1	-3%	12	-11	x	3%	x	x	3%	1	-2%
COc1ccc(/C=N/Nc2ncnc3sc(C)c(C)c23)cc1	-1%	-3	-10	3%	-3%[46.1 µM]	1%	-7	u	-17	-12%
FC(F)(F)c1cnc(-c2cnc(-c3ccncc3)nc2)c(Cl)c1	-2%	-13	1	11%	3%	9%	2	2%	0	1%
CC(=O)N(c1ccc(C(C)C)cc1)C1C=CS(=O)(=O)C1 (stereo not drawn)	-2%	-7	18	4%	0%	0%	-1	-4%	35	x
Cc1cc2n(n1)C(c1cn(-c3ccccc3)nc1C)Nc1ccccc1-2 (stereo not drawn)	0%	-125*	2	5%	-6%	2%	-4	13%	17	-6%
O=C(CSc1nnc(CNC(=O)c2cccs2)o1)Nc1ccccc1	-5%	-5	5	-3%	3%	-2%	0	u	-3	1%
CC(C)c1ccc(NC2CCCN(C(=O)CCN3CCCCC3=O)C2)cc1 (stereo not drawn)	-1%	-2	-8	0%	4%	4%	x	u	10	-6%
CC1Oc2ccccc2N(CC(=O)c2ccccc2)C1=O (stereo not drawn)	-1%	6	11	-2%	x	1%	-6	-4%	17	11%
Cn1nc(C(C)(C)C)c([N+](=O)[O-])c1C(=O)Nc1ccccc1	-1%	5	7	-6%	-4%[46.1 µM]	1%	-2	8%	-8	x
Cc1cc(C(=O)N/N=C/c2cc(Br)cc(Br)c2OC(=O)c2cccc(F)c2)n[nH]1	-1%	1	5	82%[activator]	1%	-1%	0	-1%	-10	-3%
Cn1cnc2c1c(=O)n(Cc1c(Cl)cccc1Cl)c(=O)n2C	-12%	-9	-5	1%	3%	0%	1	-1%	10	-3%
CCN(CC)S(=O)(=O)c1cccc(NC(=O)c2cncc(Br)c2)c1	1%	0	10	8%	0%	5%	-1	-2%	-3	6%
CCOc1ccc(NC(=O)C2CCCN(c3nc(C)cc(C)n3)C2)cc1 (stereo not drawn)	-2%	2	-7	15%	2%	2%	3	0%	2	18%
CCOc1ccc(NC(=O)CN(C)C(=O)c2cc3c(s2)CCC(C)C3)cc1OCC (stereo not drawn)	18%	-4	-4	x	-6%	x	x	-9%	-3	3%
C=CCOc1ccccc1NC(=O)CN1C(=O)CNC1=O	-6%	-8	3	-10%	1%	2%	2	-7%	10	-1%
O=C(Nc1ccc(F)cc1)c1ccc(CSc2ccc(Cl)cc2)o1	1%	3	-11	3%	2%	-3%	1	-4%	-19	7%
CC(C)=CCC/C(C)=C/CC(C)(C)CNCCN1CCNCC1	3%	x	x	11%	x	-3%	1	u	55	-8%
CC(C)(C)C(=O)N1CCN(c2ccc([N+](=O)[O-])cc2-n2cccc2)CC1	-5%	5	-26	-1%	1%	x	2	2%	-11	-21%
COc1ccc(S(=O)(=O)N(Cc2ccco2)Cc2cc3ccccc3[nH]c2=O)cc1	-2%	-19	10	24%	6%	-6%	x	-5%	-12	2%
CCOC(=O)C1(Cc2ccc(OC)cc2)CCN(C(=O)C2CCCO2)CC1 (stereo not drawn)	5%	-3	-4	13%	5%	-3%	1	1%	1	-6%
CCCn1nnnc1NCc1c(F)cccc1Cl	3%	x	-15	-4%	2%	2%	0	4%	-1	0%
COc1ccc(-c2noc(CN(C)C(=O)c3ccoc3C)n2)cc1OC	9%	2	-26	0%	-12%	2%	1	3%	0	5%
S=C(c1cn(Cc2ccccc2)c2ccccc12)N1CCOCC1	0%	3	-9	3%	6%	0%	-1	1%	16	0%
CC1(C)SC2c3ccccc3C(=O)N2[C@@H]1C(=O)NC1CCCC1 (stereo partly drawn)	-1%	0	20	-3%	1%	-4%	x	3%	-3	4%
CN(CCCC1CCCC1)C(=O)c1cc(COc2ccc(F)cc2F)on1	-6%	-5	-4	9%	-10%	-3%	x	1%	-27	-10%
O=C(c1ccccc1)c1nc[nH]c1C(=O)Nc1ccccn1	-5%	-7	2	6%	x	0%	3	15%	-8	x
CCCC(=O)Nc1ccc(Cl)c(NC(=O)c2cccc(OC)c2)c1	-4%	5	6	2%	-2%	-2%	0	-1%	-5	4%
CCN(Cc1ccccc1)C(=O)CN1C(=S)NC(C)(C)CC1C (stereo not drawn)	-1%	-16	8	7%	6%	2%	5	-4%	-7	10%
COC(=O)Cn1c(C)c(C#N)c2ccccc21	3%	3	7	-2%	3%[46.1 µM]	0%	-6	u	-12	9%

Exported field by field: part of the list above
S=C(c1cn(Cc2ccccc2)c2ccccc12)N1CCOCC1
  Tb PFK inh: 0%; KCNH2 WT inh: 3; Giardia kill: -9; CXXC DNA block: 3%; TCR act: 6%; GALK inh: 0%; FBPA coupling cs: -1; BCR signal inh: 1%; TSHR antag: 16; A-T KAP1 phos: 0%
C=CCOc1ccccc1NC(=O)CN1C(=O)CNC1=O
  Tb PFK inh: -6%; KCNH2 WT inh: -8; Giardia kill: 3; CXXC DNA block: -10%; TCR act: 1%; GALK inh: 2%; FBPA coupling cs: 2; BCR signal inh: -7%; TSHR antag: 10; A-T KAP1 phos: -1%

(cont.)
Compound	Tb PFK inh	KCNH2 WT inh	Giardia kill	CXXC DNA block	TCR act	GALK inh	FBPA coupling cs	BCR signal inh	TSHR antag	A-T KAP1 phos
COc1ccc(/C=N/Nc2nc3ccccc3s2)cc1O	-4%	8	-3	5%	4%	0%	0	u	-6	1%
O=C1c2ccccc2NC(c2cc(Cl)cc(Cl)c2O)N1Cc1cccnc1 (stereo not drawn)	-3%	-2	-10	-23%	3%	5%	11	1%	0	5%
COc1cccc(CNC(=O)CCC2CCCN(C(=O)c3cccnc3SC)C2)c1 (stereo not drawn)	0%	-20	34[activator]	-1%	-3%	-1%	x	-1%	-3	3%
COc1ccc2nc(N3CCCC3)[nH]c2c1	1%	-4	7	-4%	x	9%	1	-1%	-5	-3%
COc1ccc2nc(C)cc(NCCN3CCOCC3)c2c1	0%	5	8	7%	-9%	-1%	0	-11%	5	12%
Clc1ccc(N2CCN(c3cnc4ccccc4n3)CC2)cc1	-2%	6	3	14%	-1%	-3%	1	-57%	26	12%
CCCCc1ccc(NC(=O)c2c(C)noc2C)cc1	0%	10	-3	-5%	-3%	-5%	-1	-8%	-12	-3%
O=C(CCn1nnc2ccccc21)N1CCN(c2ccccc2)CC1	-2%	-9	-23	6%	-4%	4%	-1	0%	-1	10%
CS(=O)(=O)N1CCN(c2ccc(C(=O)NC3C4CC5CC(C4)CC3C5)cc2[N+](=O)[O-])CC1 (stereo not drawn)	-1%	-7	-3	-5%	2%	-1%	x	-4%	-16	4%
O=C(c1cccnc1)N(c1cc2sc(=O)oc2c2ccccc12)S(=O)(=O)c1ccccc1	u	4	1	2%	0%[46.1 µM]	0%	-12	u	-4	-4%
CCc1ccc(CCC(=O)Nc2sc3c(c2C#N)CCCC3)o1	5%	1	-13	1%	-1%	3%	-4	u	3	-2%
COc1ccc(-c2nc(-c3ccccc3)no2)c(OC)c1	-11%	8	u	-1%	0%	8%	0	u	-16	3%
